PP5 inh = inhibitors of human protein phosphatase 5 (PP5) | P53041 | purified PP5c, OMFP substrate fluorescence | inhibition, % at 6.7 µM | actives 0.18% (n = 320,000) | AID 1987;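 active means inhibition above the campaign's mean inhibition across all tested compounds plus 3 SD, cut at about 9.5% in these data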;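 further: 0% = DMSO only and 100% = 100 µM cantharidin control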
procasp3 activ = procaspase-3 (human) activation. P42574. recombinant procaspase-3 D3A, Ac-DEVD-pNA absorbance 405 nm. activation, % at 8.5 µM. actives 0.11% (n = 330,000);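 active means activation above the mean of all tested compounds plus 3 SD, cut at about 21% in these data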;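 further: 0% = DMSO alone and 100% = DMSO wells spiked with extra 5 µM PC-3 D3A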
Target sequence (P42574 whole entry D9A/D28A/D175A): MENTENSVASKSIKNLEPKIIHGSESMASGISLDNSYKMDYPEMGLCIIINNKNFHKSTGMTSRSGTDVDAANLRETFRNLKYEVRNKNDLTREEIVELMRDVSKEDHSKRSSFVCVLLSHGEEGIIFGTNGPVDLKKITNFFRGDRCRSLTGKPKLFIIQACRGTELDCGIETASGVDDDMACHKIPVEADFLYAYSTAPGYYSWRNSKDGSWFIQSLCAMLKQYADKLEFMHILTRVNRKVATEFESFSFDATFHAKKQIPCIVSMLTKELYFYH
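Technique: 405 nm absorbance of p-nitroaniline, reads at 0 and 120 min; Test system: Procaspase-3 D3A mutant; Incubation: 1 h enzyme-compound preincubation, then 2 h substrate reaction, 25 °C; Repeats: singlicate, each compound tested once; Benchmarks: low control DMSO wells, high control DMSO plus 5 µM PC-3 D3A.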
TPT1 inh = blocks Candida albicans tRNA 2'-phosphotransferase; recombinant caTPT1, FP RNA substrate dephosphorylation; inhibition, % at 5 µM; actives 0.81% (n = 300,000); AID 1962;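 active means inhibition above the mean of all tested compounds plus 3 SD, set per screening campaign, cut at about 24% in these data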;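 further: plate controls were DMSO alone for no effect and ferristatin control at 100 nM for full effect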
PAFAH2 FP inh = inhibitors of human PAFAH2. inhibition, % at 3.39 µM. recombinant PAFAH2, FP-rhodamine activity probe, fluorescence polarization. AID 492956. actives 0.99% (n = 340,000). Q99487;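 active means inhibition above the mean over all tested compounds plus 3 SD, cut at about 30% in these data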;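 further: inhibitors block probe labeling of enzyme so polarization drops; 0% = enzyme with DMSO and 100% = wells lacking PAFAH2 protein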
proCasp7 act = counter-screen: procaspase-7 (human) activation; P55210; recombinant procaspase-7, Ac-DEVD-pNA absorbance 405 nm; D23A/D198A/D206A triple mutant, cannot self-cleave; scale: DMSO 0, 5 µM enzyme 100; activation, % at 8.5 µM; actives 0.093% (n = 330,000); AID 463210;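 active means percent activation above the screen-wide mean plus 3 SD, cut at about 25% in these data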
Target sequence (P55210 whole entry D23A/D198A/D206A): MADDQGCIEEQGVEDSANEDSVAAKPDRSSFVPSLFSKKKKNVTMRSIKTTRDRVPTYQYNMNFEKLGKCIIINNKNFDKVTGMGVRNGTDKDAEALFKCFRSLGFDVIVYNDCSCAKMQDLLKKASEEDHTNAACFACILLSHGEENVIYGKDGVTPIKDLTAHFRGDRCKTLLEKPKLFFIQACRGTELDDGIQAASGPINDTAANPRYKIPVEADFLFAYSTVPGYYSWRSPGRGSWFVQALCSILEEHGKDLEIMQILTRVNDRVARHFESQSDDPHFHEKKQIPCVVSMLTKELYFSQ
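System: Uncleavable procaspase-7 mutant enzyme; Amount: 2 µM procaspase-7 mutant as dispensed; Schedule: 1 h compound preincubation, 2 h substrate cleavage, 25 °C; Measured by: 405 nm absorbance of p-nitroaniline; Evaluation: percent activation from buffer-corrected 0–120 min absorbance change; Control set: low DMSO alone, high DMSO plus 5 µM PC-7.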
AHR activator = activators of human aryl hydrocarbon receptor; P35869; AHR-responsive luciferase reporter cells, luminescence; activation, % at 5 µM; actives 2.5% (n = 320,000); in the data active means activation above about 47%;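 further: 0% = vehicle wells and 100% = reference agonist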
PP1 counter = blocks human PP1-alpha phosphatase, a PP5 counter-screen; actives 0.9% (n = 320,000); inhibition, % at 6.7 µM; P62136; purified PP1alpha, OMFP fluorescence;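 active means inhibition above the mean inhibition of all tested compounds plus 3 SD, computed separately for each screening campaign, cut at about 15% in these data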
Target sequence (P62136 whole entry, looked up): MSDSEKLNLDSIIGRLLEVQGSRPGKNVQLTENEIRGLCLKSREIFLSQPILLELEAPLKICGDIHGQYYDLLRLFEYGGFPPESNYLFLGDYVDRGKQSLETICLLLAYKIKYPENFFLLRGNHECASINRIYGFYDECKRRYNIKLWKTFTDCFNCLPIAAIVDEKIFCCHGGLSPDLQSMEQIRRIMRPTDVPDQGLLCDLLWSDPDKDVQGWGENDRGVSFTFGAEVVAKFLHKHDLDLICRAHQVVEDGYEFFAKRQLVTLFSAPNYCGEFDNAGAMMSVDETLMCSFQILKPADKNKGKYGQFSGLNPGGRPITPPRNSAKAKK
core dimer inh = HCV core protein dimerization inhibition. TR-FRET GST/Flag-core106 dimerization, 1536-well. inhibition, % at 5 µM. actives 0.33% (n = 300,000). AID 1899;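 active means inhibition above the mean of all tested compounds plus 3 SD, set per screening campaign, cut at about 45% in these data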
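Assay system – GST-tagged and Flag-tagged HCV core protein residues 1-106 · Quantity – core106 proteins, GST 13.5 nM and Flag 17 nM · Benchmarks – unlabelled core106 and no-GST-core106 wells · Read-out basis – percent inhibition of core106 dimerization signal · Detection – time-resolved FRET, ex 340 nm, em 617 and 671 nm · Schedule – 4 h at 22.5 °C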
CTSL1 counter = cathepsin L1 inhibition, PFM18AAP counter-screen | inhibition, % at 5.96 µM | actives 0.49% (n = 300,000) | recombinant F. hepatica cathepsin L1, Z-Leu-Arg-MCA fluorescence | AID 1906;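 active means inhibition above the mean of all tested compounds plus 3 SD, set per screening campaign, cut at about 17% in these data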;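 further: 0% = plate median of test compound wells and 100% = 1 µM Z-Phe-Ala-diazomethylketone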
* marks the source's active call; other numbers are inactive results; · = not tested or not shown.

SMILES | PP5 inh | procasp3 activ | TPT1 inh | PAFAH2 FP inh | proCasp7 act | AHR activator | PP1 counter | core dimer inh | CTSL1 counter
COc1cc(C2Nc3ccccc3C(=O)N2c2ccc3c(c2)OCCO3)ccc1OCC(C)C (stereo not given) | 8.4 | -4 | 7 | -4 | 4 | -1 | 1 | 21 | 2
CCOc1cc2[nH]c(=O)n(Cc3ccc(C(=O)NCCOC)cc3)c(=O)c2cc1OCC | 2.1 | 4 | -1 | -6 | -1 | 2 | -1 | 0 | -1
CC1C(=O)N2CCCc3cc(NC(=O)C(=O)NCc4ccc5c(c4)OCO5)cc1c32 (stereo not given) | 0.7 | 3 | 3 | -1 | 10 | -1 | 4 | 5 | 2
CCOC(=O)CCc1c(C)c2ccc(OCc3nn[nH]n3)c(C)c2oc1=O | 1.8 | -3 | -5 | -6 | 6 | 0 | -4 | -2 | 0
O=C(COC(=O)CSc1cccc2cccc(Cl)c12)Nc1ncc(C(F)(F)F)cc1Cl | 1.5 | 6 | -4 | 13 | 4 | 13 | 4 | 13 | -4
O=C(CNC(=O)c1ccco1)NCC(=O)OCc1ccccc1Br | 2.4 | -6 | 1 | -6 | -4 | 3 | 5 | -2 | -8
O=C(Nc1ccccc1)c1nc[nH]c1C(=O)NCCNC(=O)c1[nH]cnc1C(=O)Nc1ccccc1 | · | 10 | · | -22 | 7 | 76* | · | · | ·
COc1ccc(-n2nc([N+](=O)[O-])c(=NCc3cccnc3)n2O)cc1 | 1.4 | 7 | -4 | 5 | 16 | 4 | -4 | 1 | -6
OC1CNCc2cc3c(cc21)OCCO3 (stereo not given) | -0.3 | -7 | 0 | · | 7 | 3 | -2 | -4 | -1
COc1ccccc1N1C(=O)CC(N(O)c2ccccc2)C1=O (stereo not given) | 0.7 | -6 | 1 | -2 | -4 | 4 | -2 | -8 | -2
COC(=O)CCC(=O)OC1(C)C(=O)C=C2C=C(C3CC3)N(Cc3ccccc3)C=C2C1=O (stereo not given) | 6.0 | 10 | -9 | 1 | -4 | -1 | 5 | 6 | -2
CCOC(=O)C1(CCOC)CCN(Cc2ccncc2)CC1 | -3.4 | 2 | -4 | -1 | 1 | 5 | -4 | -3 | 6

Taken from above.
CCOC(=O)C1(CCOC)CCN(Cc2ccncc2)CC1 – PAFAH2 FP inh = -1
CCOC(=O)CCc1c(C)c2ccc(OCc3nn[nH]n3)c(C)c2oc1=O – proCasp7 act = 6

Additional compounds follow.
SMILES | PP5 inh | procasp3 activ | TPT1 inh | PAFAH2 FP inh | proCasp7 act | AHR activator | PP1 counter | core dimer inh | CTSL1 counter
OCC#CCSc1nnc(-c2ccncc2)o1 | 0.4 | -1 | -4 | -4 | 2 | 0 | 5 | 1 | -3
O=C(CNc1cc(S(=O)(=O)N2CCCC2)ccc1OCC(F)(F)F)Nc1cccc(C(F)(F)F)c1 | 8.0 | 4 | -2 | -10 | -1 | 10 | 6 | 4 | 1
CCCCNc1nc2c(c(=O)n(Cc3ccccc3)c(=O)n2C)n1C | 2.6 | 7 | 4 | 0 | 1 | 8 | 3 | 5 | 2
CN(CC(=O)Nc1ccccc1Cl)C(=O)c1cc(C2CC2)nn1-c1ccccc1 | -1.1 | 0 | · | -2 | -4 | 1 | -1 | · | ·
O=C(Nc1ccc(Cl)cc1C(=O)N1CCCCC1)c1ccco1 | 2.8 | 2 | 1 | -1 | 3 | -1 | -1 | 8 | -3
CC1CCN(CCc2nc3cc(NS(=O)(=O)c4ccccc4)ccc3n2C)CC1 | -0.7 | 2 | 6 | 4 | 7 | -6 | -6 | 1 | 2
CN(C)C(=O)c1ccc(NC(=O)COC(=O)C2(c3ccccc3)CCCC2)cc1 | · | 2 | · | 7 | -6 | -1 | · | · | ·
COc1ccc(NC(=O)CC2C(=O)N(c3ccc(OC)cc3)C(=O)N2CCc2cccs2)cc1 (stereo not given) | -2.6 | -2 | 7 | 1 | 11 | 1 | 1 | 1 | -2
CCNc1nnc(CCn2nc(C)c(Br)c2C)s1 | -2.1 | -3 | 2 | 5 | 7 | -2 | -3 | 0 | 2
CCCCNC(=O)c1ccc2c(SCC(=O)O)c3c(nc2c1)CCCC3 | -0.3 | 2 | -2 | 0 | 5 | -3 | -1 | 7 | -2
O=C(CCN1C(=O)/C(=C\C=C\c2ccccc2)SC1=S)Nc1ccccc1C(=O)O | 2.2 | -15 | 10 | 9 | -7 | 2 | 2 | 23 | 5
COc1ccc(C(=O)CSc2nc3ccc([N+](=O)[O-])cc3[nH]2)cc1 | 3.8 | 13 | 1 | -7 | -10 | 20 | 1 | 8 | 4

With a hit mark in AHR activator, among the entries above:
| structure | PP5 inh | procasp3 activ | TPT1 inh | PAFAH2 FP inh | AHR activator | core dimer inh |
| --- | --- | --- | --- | --- | --- | --- |
| O=C(Nc1ccccc1)c1nc[nH]c1C(=O)NCCNC(=O)c1[nH]cnc1C(=O)Nc1ccccc1 | · | 10 | · | -22 | 76* | · |

(cont.)
SMILES | PP5 inh | procasp3 activ | TPT1 inh | PAFAH2 FP inh | proCasp7 act | AHR activator | PP1 counter | core dimer inh | CTSL1 counter
COc1cccc(CNC(=O)N2CCN(c3ccccc3C)CC2)c1 | 2.2 | 2 | 4 | 10 | -10 | -1 | 0 | 7 | -1
COC(=O)c1nc(NC(=O)c2ccc(Cl)cc2)n[nH]1 | 0.1 | -2 | 0 | 0 | 5 | 1 | 1 | 4 | -1
COC(=O)Cc1c(O)ccn(Cc2ccccc2OC)c1=O | -1.0 | 8 | -5 | -1 | 7 | -1 | -1 | -9 | 2
Cc1ccc(S(=O)(=O)n2cnc3ccccc32)c(C)c1 | -0.6 | 0 | 0 | 5 | 3 | 1 | 0 | -6 | 0
O=C(CN1CCN(Cc2ccccc2)CC1)NCc1ccc(Cl)cc1 | -0.3 | 6 | -2 | 2 | 4 | -2 | 2 | -8 | 2
COc1ccccc1-c1nc2cc3ccccc3cc2nc1-c1ccccc1OC | 2.5 | 1 | 0 | -4 | 14 | 10 | -1 | 5 | 3
COc1ccc(N=C2SC(CC(=O)Nc3ccccc3F)C(=O)N2Cc2ccco2)cc1 (stereo not given) | 0.4 | -2 | -1 | -9 | 1 | -3 | -1 | 15 | 2
COc1ccc(NC(=O)COC(=O)CNC(=O)C2CCCCC2)cc1OC | · | 0 | · | 5 | -6 | 1 | · | · | ·
CCn1cnc2cc(NCc3nc4ccccc4n3Cc3ccccc3)ccc21 | 1.6 | 1 | 2 | 1 | 2 | 73* | 1 | 1 | -1
COc1cc(NC(=O)CN2CCCCCC2)cc(OC)c1 | 2.9 | 0 | -2 | 3 | 2 | 6 | 1 | -11 | 2
CCOC(=O)c1sc(NC(=O)CCN2CCC(C)CC2)c(C(=O)OCC)c1C | -0.2 | 2 | -2 | -4 | 8 | 1 | -3 | 3 | 1
C[C@H](CO)N1C[C@H](C)[C@@H](CN(C)Cc2ccc(-c3ccccc3)cc2)Oc2c(NS(=O)(=O)c3ccc(F)cc3)cccc2C1=O | · | -3 | · | -2 | 5 | 0 | · | · | ·
O=C(CCNC(=O)C1CCN(S(=O)(=O)c2ccc(F)cc2)CC1)NCc1cccc(Cl)c1 | -1.0 | 4 | -4 | 5 | 18 | 2 | -2 | -11 | 4
CCN(CC)CCNCc1ccc(Br)cc1OCC(=O)NCc1ccccc1 | -0.1 | -4 | 1 | -2 | 3 | 0 | -7 | 0 | 3
CCn1cc(S(=O)(=O)N2CCc3ccccc3C2)cn1 | -0.7 | 12 | 2 | 2 | 5 | -1 | -3 | 3 | 1
C/C(=N\O)c1ccc2c3c([nH]c2c1)CCCC3 | 2.4 | 3 | -8 | -3 | 1 | 9 | -2 | 10 | -1
CCOc1ccc(NC(=S)N2CCCN(Cc3cccc(Cl)c3)C2)cc1 | 2.5 | 2 | -1 | 1 | 2 | 0 | -3 | -1 | 1
Cc1ccc2c(c1)N(C(=O)CCC(=O)NCCCN1CCN(C)CC1)CC(C)O2 (stereo not given) | 2.7 | -6 | -3 | 2 | 11 | -3 | -2 | -5 | -1
CC12CCC(C(=O)N3CCc4ccccc43)(CC1=O)C2(C)C (stereo not given) | -0.5 | 2 | -1 | -5 | 6 | 1 | -3 | 0 | -3
c1ccc(-c2cnnc(N3CCCCC3)n2)cc1 | -0.6 | 3 | -6 | 1 | 5 | 16 | 0 | 7 | 2
CCOc1cc(NC(=S)NCC2CCCO2)c(OCC)cc1NC(=O)c1ccccc1C (stereo not given) | 0.4 | 6 | -3 | -8 | -1 | -2 | -1 | -1 | -1
COc1ccc(OC)c(NC(=O)N[C@@H](Cc2ccccc2)C(=O)O)c1 | 0.2 | -6 | 4 | -6 | -1 | 1 | 1 | -1 | -3
Cc1sc2ncn(CC(=O)NCCCC(=O)N3CCCCC3)c(=O)c2c1C | 3.4 | -12 | -1 | -5 | 0 | 0 | -2 | 8 | 2
Cc1cccc(N/N=C(\C=N\N)C(=O)c2ccc(Br)cc2)c1 | 2.8 | 6 | -5 | · | 12 | 35 | 4 | 2 | 2
C=CCc1ccccc1OCC(O)CN(C(C)C)C(C)C (stereo not given) | -1.3 | -7 | -5 | 10 | -11 | 0 | -8 | -3 | 11
Cn1cc(C(=O)C(=O)NC2CCCCC2)c2ccccc21 | 1.5 | 5 | -3 | -2 | 5 | 25 | -7 | 2 | -2
CCOC(=O)c1nc(S(C)(=O)=O)ncc1Cl | -2.0 | 1 | 0 | -2 | -4 | -1 | -3 | -3 | 0
O=C1C(=O)N(c2nccs2)C(c2ccccc2F)/C1=C(\O)c1ccc2c(c1)OCCO2 (stereo not given) | 0.6 | 6 | 4 | 7 | -18 | 1 | 3 | -2 | 2
Cc1ccc(NC(=O)COC(=O)c2ccc(-n3cnnn3)cc2)c(Br)c1 | 1.9 | 3 | · | 10 | -4 | 0 | -1 | · | ·
Cc1ccc(CCCOC(=O)C[N+]2(C)CCCC2)cc1 | 0.7 | -12 | 1 | -1 | -7 | 0 | -2 | -8 | 0
CN(C)S(=O)(=O)c1ccc(C(=O)NCc2cccs2)cc1 | -1.0 | 0 | 11 | 6 | 1 | 2 | 0 | -2 | -1
C=CCn1cc(/C=N/N2C(=O)C3C4C=CC(C4)C3C2=O)c2ccccc21 (stereo not given) | 3.1 | 1 | 1 | 6 | 9 | 15 | -2 | -4 | -1
CC(NC(=O)COc1ccc(S(=O)(=O)N2CCCC2)cc1)c1ccccc1 (stereo not given) | 4.7 | 10 | -2 | -8 | -5 | 2 | 8 | 6 | -4
FC(F)(F)c1ccccc1NC(=S)N1CCCC1 | 0.8 | -5 | 1 | -4 | 2 | 4 | -8 | -2 | 1
COc1ccc(N2CCN(Cc3cc(OC)c(O)c([N+](=O)[O-])c3)CC2)cc1 | 3.2 | -3 | 1 | -2 | -4 | 2 | 3 | -2 | 1
CCN(CC(=O)Nc1c(F)cccc1F)C(=O)c1ccc(Sc2nncn2C)c([N+](=O)[O-])c1 | -1.1 | -1 | 3 | -1 | 10 | 0 | -3 | -3 | 0

Bioassay records as filed in PubChem BioAssay.
